Compound activity from PubChem BioAssay.
H1N1 NS1A inhibition: H1N1 influenza NS1A inhibitors, functional cell based assay (AID 504329); NS1A functional cell-based assay, percent inhibition; higher % means a stronger effect; hit rate 0.3% among 340,000; inhibition, % at 12.5 µM; hits with a dose series show IC50 in µM; in the data active = a potency from the dose series; inconclusive = inhibition above about 27% without an active follow-up result; also: strong numbers were not always called active
M. tuberculosis: growth inhibition of non-replicating M. tuberculosis (AID 488890) | Mycobacterium tuberculosis non-replicating, growth inhibition; higher % means a stronger effect | one-dose inhibition, % at 25 µM; IC50 in µM for titrated hits | hit rate 0.39% among 320,000; in the data active = a potency from the dose series; inconclusive = inhibition mostly from about 82% at the one dose, without a potency; inactive = the rest, 99 in 100 with inhibition below about 76%;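 also: plate controls were DMSO cells for no effect and high antibiotic wells for full effect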
PhoP GFP inhibition: Inhibition of PhoP regulon, Salmonella typhi GFP reporter cells, confirmation, 4 h (AID 1850); Salmonella Typhi PhoP-promoter GFP reporter, fluorescence, 4 h; higher % means a stronger effect; inhibition, % at 50 µM; hits with a dose series show IC50 in µM; hit rate 0.33% among 310,000; in the data active = a potency from the dose series; inconclusive = inhibition mostly from about 25% at the one dose, without a potency; inactive = the rest, 99 in 100 with inhibition below about 19%;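 also: 0% = induced wells with vehicle and 100% = uninduced wells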
H37Rv inhibition: M. tuberculosis growth inhibition, HTS (AID 449762). M. tuberculosis H37Rv growth inhibition, 7H9 media; higher % means a stronger effect. inhibition, % at 25 µM, or IC50 in µM where a hit was titrated. hit rate 0.59% among 330,000; in the data active = a potency from the dose series; inconclusive = inhibition above about 70% without an active follow-up result;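 also: bacterial growth assessed after seven days of incubation; strong numbers were not always called active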
VEEV TC-83 Vero: inhibitors of VEEV TC-83 cytopathic effect, confirmation, Vero cells (AID 588727). hit rate 0.13% among 350,000. Vero cells, VEEV TC-83 cytopathic effect inhibition; higher % means a stronger effect. inhibition, % at 20 µM; hits with a dose series show IC50 in µM; in the data active = a potency from the dose series; inconclusive = inhibition mostly from about 14% at the one dose, without a potency; inactive = the rest, 99 in 100 with inhibition below about 12%; also: strong numbers were not always called active
VEEV TC-83 Vero 10K pilot screen: further read-out of VEEV TC-83 Vero, marked with its call; inhibition, %; measured here: 10K pilot screen inhibition
* hit, by the source's call.

O=C(COC(=O)CCS(=O)(=O)c1ccccc1)Nc1ccccc1 was read as H1N1 NS1A inhibition -3%, M. tuberculosis 18%, H37Rv inhibition -3% and VEEV TC-83 Vero 0.4%.
For Cn1nnnc1Sc1ncnc2scc(-c3cccc4c3sc3ccccc34)c12 the results were H1N1 NS1A inhibition -2%, M. tuberculosis 29%, H37Rv inhibition 10% and VEEV TC-83 Vero 6.4%.
`C=CCNC(=O)c1cccc(OC2CCN(CC(C)(C)C)CC2)c1` gave H1N1 NS1A inhibition 2%, M. tuberculosis -4%, PhoP GFP inhibition -1%, H37Rv inhibition -3% and VEEV TC-83 Vero 1.7%.
`CNC(=O)/C=C/c1cc(C(=O)c2ccc(Cl)cc2Cl)cn1C` gave H1N1 NS1A inhibition -4%, M. tuberculosis 3%, PhoP GFP inhibition -3%, H37Rv inhibition -1% and VEEV TC-83 Vero inactive.
Screening CCn1c(Cc2ccccc2)nnc1SCC(=O)Nc1ccc(C)cc1 returned H1N1 NS1A inhibition 6%, M. tuberculosis 17%, PhoP GFP inhibition 0%, H37Rv inhibition -5% and VEEV TC-83 Vero 0.2%.
`O=C(CN(CCc1ccccc1)Cc1ccccc1)Oc1ccccc1P(=O)(O)O` gave H1N1 NS1A inhibition -2%, M. tuberculosis -5%, PhoP GFP inhibition 2%, H37Rv inhibition 1% and VEEV TC-83 Vero inactive.
For CCc1ccc(/C=N/NC(=O)C(=O)NCCCN2CCOCC2)cc1 the results were H1N1 NS1A inhibition 0%, M. tuberculosis -16%, PhoP GFP inhibition 7%, H37Rv inhibition -9% and VEEV TC-83 Vero 0.5%.
`Cc1cc(C)nc(SCC(=O)c2ccc(F)c(C)c2)n1` gave H1N1 NS1A inhibition -3%, M. tuberculosis 8%, PhoP GFP inhibition 5%, H37Rv inhibition 1% and VEEV TC-83 Vero 1.8%.
Cc1csc(OCC(=O)Nc2ccc(C)c(C)c2)n1 was read as H1N1 NS1A inhibition 0%, M. tuberculosis -27%, PhoP GFP inhibition 17%, H37Rv inhibition 10% and VEEV TC-83 Vero 0.0%.
For Cc1ccccc1OCC(=O)OCC(=O)c1ccc(-c2ccccc2)cc1 the results were H1N1 NS1A inhibition 2%, M. tuberculosis inconclusive, PhoP GFP inhibition -2%, H37Rv inhibition 0% and VEEV TC-83 Vero 0.8%.
Screening CN(C(=O)c1ccccc1)c1ccc(OCC(=O)NC2CCS(=O)(=O)C2)cc1 (stereo not drawn) returned H1N1 NS1A inhibition 4%, M. tuberculosis 2%, PhoP GFP inhibition -8%, H37Rv inhibition -4% and VEEV TC-83 Vero inactive.
`Cc1ccc(NC(=O)C2CC(=O)N/C(=N/N=C/c3ccco3)S2)cc1C` (stereo not drawn) gave H1N1 NS1A inhibition 0%, M. tuberculosis 3%, PhoP GFP inhibition 1%, H37Rv inhibition 3% and VEEV TC-83 Vero 0.5%.
For CCN(CC)CC(=O)N1N=C(c2cccs2)CC1c1ccco1 (stereo not drawn) the results were H1N1 NS1A inhibition -1%, M. tuberculosis 9%, PhoP GFP inhibition -4%, H37Rv inhibition 4% and VEEV TC-83 Vero 0.4%.
For CNC(=O)COc1coc(CN2CCN(c3ccc(F)cc3)CC2)cc1=O the results were H1N1 NS1A inhibition 3%, M. tuberculosis 3%, PhoP GFP inhibition -5%, H37Rv inhibition -8% and VEEV TC-83 Vero inactive.
For Cc1nc(C)n(CC(O)COc2ccc(C(=O)c3ccccc3)cc2)n1 (stereo not drawn) the results were H1N1 NS1A inhibition 12%, M. tuberculosis 20%, PhoP GFP inhibition -6%, H37Rv inhibition 4% and VEEV TC-83 Vero 1.8%.

Reprinted from the part before: six entries, followed by the next part.
For Cc1ccccc1OCC(=O)OCC(=O)c1ccc(-c2ccccc2)cc1 the results were H1N1 NS1A inhibition 2%, M. tuberculosis inconclusive, PhoP GFP inhibition -2%, H37Rv inhibition 0% and VEEV TC-83 Vero 0.8%.
Screening CN(C(=O)c1ccccc1)c1ccc(OCC(=O)NC2CCS(=O)(=O)C2)cc1 (stereo not drawn) returned H1N1 NS1A inhibition 4%, M. tuberculosis 2%, PhoP GFP inhibition -8%, H37Rv inhibition -4% and VEEV TC-83 Vero inactive.
`Cc1ccc(NC(=O)C2CC(=O)N/C(=N/N=C/c3ccco3)S2)cc1C` (stereo not drawn) gave H1N1 NS1A inhibition 0%, M. tuberculosis 3%, PhoP GFP inhibition 1%, H37Rv inhibition 3% and VEEV TC-83 Vero 0.5%.
For CCN(CC)CC(=O)N1N=C(c2cccs2)CC1c1ccco1 (stereo not drawn) the results were H1N1 NS1A inhibition -1%, M. tuberculosis 9%, PhoP GFP inhibition -4%, H37Rv inhibition 4% and VEEV TC-83 Vero 0.4%.
For CNC(=O)COc1coc(CN2CCN(c3ccc(F)cc3)CC2)cc1=O the results were H1N1 NS1A inhibition 3%, M. tuberculosis 3%, PhoP GFP inhibition -5%, H37Rv inhibition -8% and VEEV TC-83 Vero inactive.
For Cc1nc(C)n(CC(O)COc2ccc(C(=O)c3ccccc3)cc2)n1 (stereo not drawn) the results were H1N1 NS1A inhibition 12%, M. tuberculosis 20%, PhoP GFP inhibition -6%, H37Rv inhibition 4% and VEEV TC-83 Vero 1.8%.
Screening NS(=O)(=O)c1cnccc1NCCc1ccccc1 returned M. tuberculosis -7%, PhoP GFP inhibition -1%, H37Rv inhibition -9% and VEEV TC-83 Vero 2.9%.
`Cc1c(NC(=O)C(C)OC(=O)Cc2ccccc2)c(=O)n(-c2ccccc2)n1C` (stereo not drawn) gave H1N1 NS1A inhibition 5%, M. tuberculosis -8%, PhoP GFP inhibition 3%, H37Rv inhibition 1% and VEEV TC-83 Vero 1.6%.
COc1ccc2sc(-c3ccc(S(C)(=O)=O)cc3)c(C#CCO)c2c1 was read as H1N1 NS1A inhibition -5%, M. tuberculosis 15%, H37Rv inhibition 6%, VEEV TC-83 Vero 3.6% and VEEV TC-83 Vero 10K pilot screen 7.3.
`Cc1ccc(C2=NN(CC(=O)NCc3cccs3)C(=O)CC2)cc1` gave H1N1 NS1A inhibition 20%, M. tuberculosis -2%, PhoP GFP inhibition -1%, H37Rv inhibition 0% and VEEV TC-83 Vero 1.3%.
`Cc1cc(=O)[nH]c(SCc2cccc(Br)c2)n1` gave H1N1 NS1A inhibition 0%, M. tuberculosis 22%, PhoP GFP inhibition 2%, H37Rv inhibition -5% and VEEV TC-83 Vero 2.0%.
CC(C)(C)OC(=O)c1c(N)n(CCCN2CCCC2=O)c2nc3ccccc3nc12 was read as H1N1 NS1A inhibition -8%, M. tuberculosis 3%, PhoP GFP inhibition 0%, H37Rv inhibition -1% and VEEV TC-83 Vero 6.5%.
Cc1ccc(C(=O)Nc2ccc3ccccc3c2)cc1 was read as H1N1 NS1A inhibition 5%, M. tuberculosis inconclusive, PhoP GFP inhibition -1%, H37Rv inhibition 50% and VEEV TC-83 Vero 3.1%.
CCOC(=O)C1CCCN(C(=O)CCCn2c(=O)c3cccn3c3cccnc32)C1 (stereo not drawn) was read as H1N1 NS1A inhibition 8%, M. tuberculosis -17%, PhoP GFP inhibition 0%, H37Rv inhibition 1% and VEEV TC-83 Vero 2.0%.
`COc1ccc(N2CC(C(=O)Nc3ccccc3C(=O)NCc3ccco3)CC2=O)cc1` (stereo not drawn) gave H1N1 NS1A inhibition 0%, M. tuberculosis 5%, PhoP GFP inhibition 6%, H37Rv inhibition -5%, VEEV TC-83 Vero 6.3% and VEEV TC-83 Vero 10K pilot screen 5.7.
`Cc1cc(NC(=O)Cn2cnc3sc(C)c(C)c3c2=O)no1` gave M. tuberculosis -11% and H37Rv inhibition -7%.
`Cc1sc2nc(SCC(=O)NCc3ccco3)n(Cc3ccccc3)c(=O)c2c1C` gave H1N1 NS1A inhibition 0%, M. tuberculosis 12%, PhoP GFP inhibition 3%, H37Rv inhibition 3% and VEEV TC-83 Vero 9.4%.
`COc1ccc(CCC(=O)Nc2sc(C(=O)N(C)C)c(C)c2C#N)cc1` gave H1N1 NS1A inhibition 7% and VEEV TC-83 Vero 1.1%.
`COc1ccc(-c2csc(NCCc3nc4cc(Cl)c(Cl)cc4n3CCCO)n2)cc1` gave H1N1 NS1A inhibition -5%, M. tuberculosis 20%, PhoP GFP inhibition -24%, H37Rv inhibition 41% and VEEV TC-83 Vero 5.8%.
For CCOc1ccc(CCNC(=O)COC(=O)/C=C/c2ccccc2)cc1OCC the results were H1N1 NS1A inhibition -2%, M. tuberculosis 7%, PhoP GFP inhibition 7%, H37Rv inhibition -2% and VEEV TC-83 Vero 4.3%.
Screening COC(=O)c1ccc(COc2ccc(/C=C/C(=O)c3ccc(OC)c(CSCC(=O)O)c3)cc2OC)cc1 returned H1N1 NS1A inhibition -7%, M. tuberculosis 2%, PhoP GFP inhibition 6%, H37Rv inhibition -3% and VEEV TC-83 Vero 13%.
Cc1noc(C)c1COc1ccc(C(=O)OCC(=O)Nc2ccc(S(N)(=O)=O)cc2)cc1 was read as H1N1 NS1A inhibition -16%, M. tuberculosis 21%, H37Rv inhibition -4% and VEEV TC-83 Vero 2.1%.
`O=C(Nc1nnc(SCC(=O)N2CCCc3ccccc32)s1)c1ccccc1` gave H1N1 NS1A inhibition -12%, M. tuberculosis 30%, PhoP GFP inhibition -7%, H37Rv inhibition 1% and VEEV TC-83 Vero 4.0%.
For CC(OC(=O)CCc1nc2ccccc2c(=O)[nH]1)C(=O)Nc1ccc2c(c1)OCO2 (stereo not drawn) the results were H1N1 NS1A inhibition -10%, M. tuberculosis 0%, PhoP GFP inhibition -2%, H37Rv inhibition 3% and VEEV TC-83 Vero 1.1%.
For COc1ccccc1OCCC(=O)OCC(=O)Nc1ncc(Cl)cc1Cl the results were H1N1 NS1A inhibition -2%, M. tuberculosis 26%, PhoP GFP inhibition -9%, H37Rv inhibition 3% and VEEV TC-83 Vero 0.2%.
Cc1ccccc1C(=O)NC(=S)NCC1CCCO1 (stereo not drawn) was read as H1N1 NS1A inhibition 0%, M. tuberculosis 26%, PhoP GFP inhibition -1%, H37Rv inhibition -4% and VEEV TC-83 Vero 0.7%.
O=S(=O)(c1ccccc1)N1CCC(c2ccccc2)CC1 was read as H1N1 NS1A inhibition -13%, M. tuberculosis 14%, PhoP GFP inhibition 1%, H37Rv inhibition -1% and VEEV TC-83 Vero 0.3%.
For CCCC(=O)NC(NC1CCS(=O)(=O)C1)C(Cl)(Cl)Cl (stereo not drawn) the results were H1N1 NS1A inhibition -2%, M. tuberculosis -11%, PhoP GFP inhibition 11%, H37Rv inhibition -9% and VEEV TC-83 Vero inactive.
C=CCn1c(COc2ccc(F)cc2)nnc1SCC(=O)c1c[nH]c2c(CC)cccc12 was read as H1N1 NS1A inhibition 15%, M. tuberculosis 4%, PhoP GFP inhibition 3%, H37Rv inhibition 3% and VEEV TC-83 Vero inactive.
Screening O=C(CSc1nncs1)Nc1cc(S(=O)(=O)N2CCOCC2)ccc1N1CCCC1 returned H1N1 NS1A inhibition -2% and VEEV TC-83 Vero 1.3%.
`CCN(c1ccccc1)S(=O)(=O)c1ccc(C(=O)Nc2cc(C)ccn2)cc1` gave H1N1 NS1A inhibition -6%, M. tuberculosis 50%, H37Rv inhibition -5% and VEEV TC-83 Vero 4.0%.
`Cc1noc(C)c1S(=O)(=O)N1CCCC(C(=O)NCC2CCCO2)C1` (stereo not drawn) gave H1N1 NS1A inhibition 8%, M. tuberculosis 1%, PhoP GFP inhibition 12%, H37Rv inhibition -6% and VEEV TC-83 Vero 0.9%.
For CN(C)/C=N/c1nc2nccc(-c3cccc(Cl)c3)n2n1 the results were H1N1 NS1A inhibition -13%, M. tuberculosis -3%, PhoP GFP inhibition -1%, H37Rv inhibition -5% and VEEV TC-83 Vero 1.8%.
`CCCCNc1nnc(SCC(=O)N2CCN(S(=O)(=O)c3ccc4ccccc4c3)CC2)s1` gave H1N1 NS1A inhibition 6%, M. tuberculosis 38%, PhoP GFP inhibition -4%, H37Rv inhibition 7% and VEEV TC-83 Vero 3.1%.
Screening O=C(OCC(O)CO)c1ccccc1Nc1ccnc2cc(Cl)ccc12 (stereo not drawn) returned H1N1 NS1A inhibition -3%, M. tuberculosis 2%, PhoP GFP inhibition -20%, H37Rv inhibition 28% and VEEV TC-83 Vero 8.7%.
COc1cc2c(C(F)(F)F)c(-c3ccc(C#N)cc3)oc(=O)c2cc1OC was read as H1N1 NS1A inhibition 0%, M. tuberculosis 16%, H37Rv inhibition 5% and VEEV TC-83 Vero 0.0%.
For COc1ccc(Cn2ccnc2)cc1[N+](=O)[O-] the results were H1N1 NS1A inhibition 0%, M. tuberculosis -14%, PhoP GFP inhibition 2%, H37Rv inhibition -3% and VEEV TC-83 Vero inactive.
